Bioassay records: PubChem BioAssay, National Center for Advancing Translational Sciences (NCATS)
Rab9 prom act = activators of Rab9 promoter. Huh7 Rab9 promoter-luciferase reporter, luminescence, 24 h. Potency, µM (series often up to 9.22 µM), inactives show at the top dose activation, negative = inhibition, actives largely listed as activators. 320,000 compounds, 2.8% hits. AID 485297; further: % of control where 0% means no effect; nearly all actives have a fitted effect of over 60% in size
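Cells were plated at 1500 per well in reduced-serum medium with 10% FBS and left 2 h. Compound in DMSO was then added for 24 h at 37 °C. Reporter signal was read by luminescence after 10 min with luciferase detection reagent.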
p53 reactivator = re-activators of mutant p53 | 320,000 compounds, 0.063% hits | H1299 p53-A138V BP100-luciferase reporter, luminescence, 24 h | Potency, µM (highest dose often 92.2 µM), inactives show at the highest dose activity change, positive = activation, usual class: activators | AID 504706; further: % of control where 0% means no effect; nearly all actives have a fitted effect of over 45% in size
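p53-null H1299 cells stably carrying temperature-sensitive p53-A138V and a BP100-luciferase reporter were pinned with compounds (4-point, 1:5 series) and held 24 hrs at 37 deg C. Luminescence was read 10 min after detection reagent.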
ELG1 genotox = inducers of genotoxicity in HEK293T ELG1-luciferase cells; HEK293T ELG1-luciferase reporter, luminescence, 16 h; Potency, µM (titrated, usually from 46 µM), without a hit: top-dose activity change, positive = activation, most hits filed as activators; 330,000 compounds, 1.3% hits; AID 504466; further: % of control where 0% means no effect; nearly all actives have a fitted effect of over 60% in size
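HEK293T cells expressing luciferase-tagged ELG1 were treated with compound or DMSO for 16 hr at 37°C. Luciferase activity was then read after 30 min with ONE-Glo at room temperature; rising signal flags genetic stress.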
FLuc counter = inhibits or activates purified firefly luciferase, miR-21 counter-screen; P08659; Potency, µM (highest dose often 57.5 µM), for inactives: at the highest dose activity change, negative = inhibition, hits mostly inhibitors; purified FLuc, Km substrates, luminescence inhibition; AID 588342; 360,000 compounds, 6.9% hits;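 further: plate controls were vehicle for no effect and reference inhibitor for full effect; nearly all actives have a fitted effect of over 55% in size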
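Purified P. pyralis luciferase, 10 nM final, with Km-level 10 uM D-luciferin and 10 uM ATP in 50 mM Tris acetate pH 7.5, 10 mM Mg acetate, 0.01% Tween-20, 0.05% BSA; 6-point qHTS titration about 60 µM downward; luminescence read.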
RORgamma inh = blocks mouse ROR gamma transcriptional activity | AID 2551 | Drosophila S2 Gal4-RORgamma UAS-luciferase reporter, 20 h | P51450 | Potency, µM (doses to about 53.6 µM), for inactives: at the top dose activity change, negative = inhibition, most hits filed as inhibitors | 310,000 compounds, 5.4% hits; further: on the % scale 0 is the no-effect control and ±100 the full control effect; nearly all actives have a fitted effect of over 60% in size
Target sequence (P51450 whole entry, looked up, the tested form may be a part): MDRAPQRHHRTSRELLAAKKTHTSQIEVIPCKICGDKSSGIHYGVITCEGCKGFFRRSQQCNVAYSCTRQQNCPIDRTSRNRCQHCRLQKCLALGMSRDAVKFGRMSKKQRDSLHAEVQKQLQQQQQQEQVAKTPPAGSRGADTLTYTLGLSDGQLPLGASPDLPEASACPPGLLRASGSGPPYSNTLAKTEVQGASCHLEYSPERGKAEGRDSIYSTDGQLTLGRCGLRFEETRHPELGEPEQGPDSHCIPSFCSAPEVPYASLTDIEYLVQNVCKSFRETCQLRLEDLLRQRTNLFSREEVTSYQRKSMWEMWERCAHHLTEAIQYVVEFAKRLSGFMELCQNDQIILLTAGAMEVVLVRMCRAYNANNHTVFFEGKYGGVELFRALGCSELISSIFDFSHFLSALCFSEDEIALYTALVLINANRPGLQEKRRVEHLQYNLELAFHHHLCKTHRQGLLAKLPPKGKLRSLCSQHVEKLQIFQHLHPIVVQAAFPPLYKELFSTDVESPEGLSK
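Stable Schneider cell line, Gal4 DNA-binding domain fused to ROR gamma, UAS-luciferase. Cmpd 1 hr RT → CuSO4 700 uM final → 20 hr RT → luciferase reagent 10 min → luminescence.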
Gal4-VP16 FLuc = inhibits Gal4-VP16 luciferase reporter, ROR gamma counter-screen; Drosophila S2 Gal4-VP16 UAS-luciferase, luminescence, 20 h; AID 2546; Potency, µM (titrated, usually from 53.6 µM), without a hit: at the highest dose activity, negative = inhibition, actives largely listed as inhibitors; 310,000 compounds, 3.5% hits;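 further: Gal4-VP16 expression switched on by copper sulfate through the metallothionein promoter; on the % scale 0 is the no-effect control and ±100 the full control effect; nearly all actives have a fitted effect of over 50% in size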
NPC1 promoter act = activators of NPC1 promoter. Huh7 NPC1 promoter luciferase reporter, 24 h. 320,000 compounds, 2.4% hits. Potency, µM (highest dose often 9.22 µM), for inactives: at the highest dose activation, hits mostly activators. AID 485313;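 further: % of control where 0% means no effect; nearly all actives have a fitted effect of over 60% in size; reporter is driven by a mutant NPC1 promoter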
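NPC1 promoter–luciferase Huh7 cells; 24 h compound; luminescence.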
BRCA1 expr up = BRCA1 expression activation; MCF7-BRCA1-FFLuc reporter, luminescence, 48 h; response scale: scaled: vehicle 0%, 10 µM genistein 100%; Potency, µM (series often up to 46.1 µM), inactives show top-dose activation, hits mostly activators; 380,000 compounds, 1.1% hits; AID 624202; further: nearly all actives have a fitted effect of over 80% in size; some results filed as inactive show a strong effect at the top dose
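MCF7 cells carrying a BRCA1-firefly luciferase reporter (2000 cells/well, phenol-red free MEM) were attached for 2 h at 37 °C, then given compounds for 48 h. Luminescence was read 15 min after luciferase reagent; activity normalized to genistein (10 microM) and DMSO.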
uPA surface inh = cell surface uPA generation inhibition; cell surface uPA generation assay, qHTS; Potency, µM (titrated, usually from 38.3 µM), inactives show at the top dose activity change, negative = inhibition, most hits filed as inhibitors; 330,000 compounds, 0.31% hits; active means well fitted inhibition curve with a large enough effect; inconclusive means small, poorly fitted or top-dose-only effect; inactive means no such curve, though single readings can be large or run the other way; tested in mouse RAW 264.7 cells; further: on the % scale 0 is the no-effect control and ±100 the full control effect; nearly all actives have a fitted effect of over 55% in size
MBNL1-CUG inh = MBNL1-poly(CUG) RNA binding inhibition; TR-FRET MBNL1-His/biotin-(CUG)12 binding, 665/545 ratio; Potency, µM (titrated, usually from 57.5 µM), inactives show at the highest dose activity change, negative = inhibition, hits mostly inhibitors; 280,000 compounds, 0.036% hits; AID 2675; active means well fitted inhibition curve with a large enough effect in the signal ratio, with a control signal flat, not every such curve was filed as active; inconclusive means small, poorly fitted or top-dose-only effect, or effect the other way, or a change in a side signal; inactive means no such curve, though single readings can be large or run the other way; the % refers to the signal ratio; further: on the % scale 0 is the no-effect control and ±100 the full control effect
Target sequence (Q9NR56 whole entry, looked up): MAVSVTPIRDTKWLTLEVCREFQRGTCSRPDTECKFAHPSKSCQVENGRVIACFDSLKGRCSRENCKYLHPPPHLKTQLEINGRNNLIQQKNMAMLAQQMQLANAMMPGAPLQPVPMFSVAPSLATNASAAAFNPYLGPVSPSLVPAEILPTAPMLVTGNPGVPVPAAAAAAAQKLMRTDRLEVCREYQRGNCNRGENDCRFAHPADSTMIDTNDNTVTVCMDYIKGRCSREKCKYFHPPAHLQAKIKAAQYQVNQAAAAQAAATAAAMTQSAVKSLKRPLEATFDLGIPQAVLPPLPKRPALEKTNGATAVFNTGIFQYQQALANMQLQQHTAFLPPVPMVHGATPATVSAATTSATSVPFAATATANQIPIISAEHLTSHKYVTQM
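TR-FRET between His-tagged MBNL1 and biotin-(CUG)12 RNA, detected with Tb anti-His antibody (0.055 ng/ul) and streptavidin-XL665 (5 nM), 60 min at room temperature. Compounds titrated 92 nM to 58 uM; 665/545 nm ratio normalized to buffer and complex controls.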
An asterisk follows results filed as active; ? = inconclusive; nt = no result given; [ ] = remark or other dose. Unless noted, the call rests on the fitted dose curve; in most records, active means well fitted curve in the direction sought with a large enough effect; inconclusive means small, poorly fitted or top-dose-only effect, or another doubt; inactive means no such curve, though single readings can be large; an effect the other way counts as inactive or inconclusive. Potency means the concentration at half of the fitted maximal effect.

SMILES	Rab9 prom act	p53 reactivator	ELG1 genotox	FLuc counter	RORgamma inh	Gal4-VP16 FLuc	NPC1 promoter act	BRCA1 expr up	uPA surface inh	MBNL1-CUG inh
O=C(NC1CCCCC1)C(c1ccc(F)cc1)N(Cc1ccccc1)C(=O)CN1C(=O)c2ccccc2S1(=O)=O (stereo not drawn)	-6%	1%	10%	1%	-18%	-29%	1%	-27%	-4%	nt
CC(C)Cn1c(=O)c2c(nc3n2CC(C)CN3Cc2ccccc2)n(C)c1=O (stereo not drawn)	1%	10%	-4%	5%	?	0%	0%	-1%	-2%	-5%
O=C(CN1CCc2ccccc21)NC(c1ccccc1)c1ccccc1	1%	-2%	1%	-2%	-9%	-2%	-6%	-23%	16%	42%[activator]
CCCCc1ccc(NC(=O)CSc2nc(=O)n(CCN(CC)CC)c3c2CCCC3)cc1	0%	9%	?	1%	nt	nt	-1%	-67%	3%	nt
O=C1c2ccccc2NC(c2ccc3c(c2)OCCO3)N1c1ccc2c(c1)OCCO2 (stereo not drawn)	1.6µM*	20%	2.1µM*	11µM*	?	-9%	1µM*	11%	-10%	-2%
CC(=O)Nc1ccc(C(=O)N2CCc3cc4c(cc3C2C)OCCCO4)cc1 (stereo not drawn)	-1%	8%	1%	2%	12%	-3%	0%	0%	-4%	-7%
COc1ccc(OC)c(S(=O)(=O)NCCc2csc(-c3cccnc3)n2)c1	-2%	0%	0%	0%	5%	-3%	0%	-9%	19%	9%
CCOC(=O)C1(C)/C(=N/Nc2ccccc2)C(=O)C(=O)N1c1ccccc1 (stereo not drawn)	1%	-3%	-1%	-1%	-12%	-5%	7%	5%	4%	?
CCc1ccc(NC(=S)Nc2ccc3[nH]c(=O)[nH]c3c2)cc1	-2%	8%	4%	?	13µM*	-65%	1%	?	2%	2%
O=C(COC(=O)c1ccc2c(c1)OCCO2)Nc1ccc(F)cc1F	nt	17%	6%	nt	nt	nt	nt	-2%	17%	nt
COc1ccc(C(=O)OCc2ccccc2F)cc1S(=O)(=O)N1CCCC1	-1%	-6%	1%	0%	nt	nt	-5%	-13%	-2%	nt
COc1ccc(/C(O)=C2/C(=O)C(=O)N(CCN3CCOCC3)C2c2cccnc2)cc1OC (stereo not drawn)	-4%	11%	0%	6%	19%	-14%	-2%	16%	nt	14%
CCOC(=O)CCCCCC(=O)Nc1ccc2c(c1)C(=O)N([C@H](C)CO)C[C@@H](C)[C@H](CN(C)Cc1ccc3c(c1)OCO3)O2	nt	1%	4%	nt	nt	nt	nt	10%	5%	nt
COc1nc(NCc2ccco2)nc(NC2CCCCC2)n1	14%	26%	?	?	?	?	22%	?	-3%	-8%
COc1ccc(NS(=O)(=O)c2ccc(O)c(NC(=O)c3ccc(S(=O)(=O)N4CCCC4)cc3)c2)cc1	-6%	3%	-4%	3%	?	-1%	0%	0%	-1%	nt
COCCn1c(N)c(N(Cc2ccccc2)C(=O)C2=COCCO2)c(=O)[nH]c1=O	-1%	4%	3%	-3%	4%	-10%	2%	-18%	0%	-8%
CN(C)CCCNc1oc(-c2ccccc2)nc1C#N	2%	0%	0%	2%	-18%	7%	-5%	16%	2%	7%
COc1ccc(C(=O)Oc2ccc3ccc(=O)oc3c2)cc1	0%	3%	-4%	2.7µM*	1%	-7%	-2%	-2%	5%	-18%
C/C(=N\NS(=O)(=O)c1ccc(Br)cc1)c1ccc(-n2ccnc2)cc1	-2%	-3%	5%	-1%	nt	nt	-2%	0%	-7%	nt
Cc1ccccc1SCc1noc(C(=O)NC(C)C)c1C(=O)O	-2%	-4%	-2%	-13%	?	?	-1%	0%	9%	-9%
CSC[C@@H]1NC(=S)N(c2ccc(C)cc2)C1=O	-41%[inhibitor]	0%	11%	4%	28%	-29%	-11%	-16%	-21%	-9%[11.5 µM]
N#Cc1c(=O)c2nc(NCCCO)ncc2n2c(=O)c3ccccc3[nH]c12	-3%	1%	-3%	-10%	-13%	0%	1%	-12%	0%	?
CCC(C)n1c(C)nc2c(c1=O)c1nc3ccccc3nc1n2-c1ccc2c(c1)OCCO2 (stereo not drawn)	-3%	?	3%	-7%	6%	-1%	11%	nt	nt	-3%
Cc1nc2ccc(NC(=O)COc3cccc(F)c3)cc2s1	-3%	4%	5%	?	24%	4%	-3%	0%	4%	-5%
COc1cc(CC(=O)NCCc2ccc(OCc3ccccc3)cc2)c([N+](=O)[O-])cc1OC	-1%	5%	13%	-8%	-25%	-2%	8%	36%	-3%	-6%
Cc1cnc(C(=O)Nc2ccc(C)c(S(=O)(=O)N3CCCCCC3)c2)cn1	0%	-13%	-6%	?	nt	nt	-2%	-23%	-18%	nt
Cc1ccc(N2CN(Cc3cccnc3)CNC2=S)cc1	-2%	-4%	1%	5%	-11%	-12%	0%	2%	-7%	-3%
COc1ccccc1CNC(=O)C1CCN(S(=O)(=O)N2CCCCC2)CC1	-4%	7%	-1%	-1%	?	-3%[0.365 µM]	-1%	0%	5%	-4%
Cn1c(=O)c(C(=O)NCc2ccccc2)c(O)c2ccccc21	?	9%	-1%	17µM*	-5%	-11%	?	41%	2%	-4%
CCOc1ccc2[nH]c(C(=O)N/N=C/c3cccc(OC)c3OC)cc2c1	-1%	19%	-10%	15µM*	-15%	4%	14%	-31%	?	11%
Cc1noc(NS(=O)(=O)c2ccc(N3CC(O)=C(c4ccccc4)C3=N)cc2)c1C	9%	4%	0%	0%	12%	-5%	-1%	9%	-1%	13%
Cn1c(=O)c2c(nc(N3CCN(c4ccc([N+](=O)[O-])cc4)CC3)n2C)n(C)c1=O	-1%	-1%	-5%	2%	27%	1%	-5%	-39%	3%	?
Cc1cc(C)nc(NC(=O)CCN2C(=O)c3ccccc3S2(=O)=O)n1	-4%	2%	1%	2%	nt	nt	-4%	-1%	1%	nt
CN(C)c1nc(N)nc(CSc2nc3c(c(=O)n(C)c(=O)n3C)n2Cc2ccccc2F)n1	-1%	-6%	-11%	0%	0%	2%	-4%	2%	-1%	-2%
C=CCOc1cccc(C2/C(=C(/O)c3ccc(C)cc3)C(=O)C(=O)N2CCN2CCOCC2)c1 (stereo not drawn)	8%	-1%	-3%	-7%	21%	-3%	-7%	-9%	3%	10%
Nc1nc(SCC(=O)Nc2ccccc2C(F)(F)F)[nH]c(=O)c1-c1ccccc1	-6%	-2%	-5%	1%	1%	-6%	-3%	-3%	2%	-8%
Cc1ccc2c(c1)N(CC(=O)NCc1cccs1)C(=O)CO2	-3%	-3%	4%	2%	29%	-2%	0%	-14%	-7%	0%
CCC1(c2ccc(F)cc2)NC(=O)N(CC(=O)NC2CC2)C1=O (stereo not drawn)	3%	-6%	3%	1%	nt	nt	0%	27%	1%	nt
Cc1c(OCC(=O)N2CCC(C(=O)NCCCC(=O)O)CC2)ccc2c1oc(=O)c1ccccc12	-3%	1%	0%[9.26 µM]	?	-4%	-6%	-3%	-1%	10%	5%
N#Cc1cc2c(nc1SCc1ccc(Cl)nc1)CCCCC2	-12%	-2%	0%	3%	?	3%	-2%	-13%	-5%	-3%
CCOC(=O)c1c(S(=O)(=O)N(C)Cc2ccco2)c(C)n(C)c1C	8%	2%	-1%	2%	9%	-6%	-2%	4%	0%	-10%
COc1ccc(N2C(=O)CSC(c3ccccc3)C2=O)cc1 (stereo not drawn)	1%	16%	2%	-7%	41%	-17%	1%	-8%	0%	-19%
O=C(CN1CCN(Cc2ccccc2)CC1)Nc1ccc(Cl)cc1	-1%	-10%	-4%	-2%	3%	-5%	2%	-5%	-4%	2%
COc1ccc(S(=O)(=O)N2CCCC2)c(Cl)c1Cl	-7%	0%	7%	-1%	-2%	8%	-3%	0%	-3%	-8%
COCCNC(=O)CN(c1ccc(C)cc1)S(=O)(=O)c1ccc(SC)cc1	16%	-9%	0%	-1%	20%	3%	7%	1%	7%	5%
O=C(NNC(=O)C1CC1c1ccccc1)c1cccc([N+](=O)[O-])c1 (stereo not drawn)	0%	2%	0%	-3%	25%	-13%	-4%	-12%	-1%	?
Cc1ccc(NC(=O)CN2CCN(S(=O)(=O)c3cccs3)CC2)cc1S(=O)(=O)N(C)C	2%	-2%	-14%	5%	-7%	-20%	-5%	-6%	11%	-10%
Cc1ccc(NC(=O)CCCN2C(=O)/C(=C/C=C/c3ccccc3)SC2=S)cc1	-10%	3%	13%	0%	-45%	?	-12%	-39%	-6%	-10%
CC(C)(C)c1ccc(CN2N=Nc3ccccc3S2(=O)=O)cc1	-3%	?	-4%	?	23%	1.6µM*	-7%	-62%	-6%	4%
Cc1csc(NC(=O)CSc2nnc(-c3ccncc3)n2C)n1	-5%	1%	1%	2%	0%	-4%	-3%	0%	nt	-7%
C[C@@H]1CC=C[C@@H]2[C@H]1C(=O)N(Cc1ccccc1)[C@H]2c1cccc(C#Cc2ccccc2)c1	nt	13%	0%	nt	11%	-7%	nt	-29%	6%	nt
Cc1ccc(OC(C)C(=O)Nc2ccccc2C(=O)N2CCOCC2)cc1 (stereo not drawn)	-5%	4%	-5%	2%	0%	0%	0%	2%	2%	2%
